# Assay outcomes (PubChem)
# PABP1 MLLE inh: blocks PAM2 peptide binding to the PABP1 MLLE domain. P11940. AID 588489. hit rate 0.36% among 360,000. GST-MLLE / FITC-PAM2 fluorescence polarization. inhibition, % at 20 µM; in the data active means inhibition above about 35%, passing the limit was not always enough;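 further: plate controls were DMSO wells with GST-MLLE for no effect and wells lacking GST-MLLE protein for full effect; some results filed as inactive read as strong as hits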
# MT1-MMP act inh: blocks activation of human MT1-MMP; P50281; HT1080 RFP-PRO-GFP cells, GFP/RFP ratio fluorescence, overnight; percent of plate control window, DMSO zero; GFP/RFP ratio change, % at 20 µM; hit rate 0.061% among 360,000; AID 651647;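 active means GFP/RFP ratio change of at least 30% with cell ATP level not reduced by more than half and red fluorescence within 50% of control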; further: strong numbers were not always called active
#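 Material: RFP-PRO-GFP reporter HT1080 cells. Dosing: single-point 20 µM compound, 1% DMSO. Controls: DMSO and RFP-L50D-GFP cell wells. Timing: cells overnight before dosing, compound overnight, 37 °C, 5% CO2. Measure: GFP/RFP fluorescence ratio.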
# Rin1-Abl PPI inh: human Rin1-Abl interaction inhibition. P00519+Q13671. TR-FRET Rin1/Abl binding, biochemical. inhibition, % at 7.35 µM. hit rate 0.4% among 360,000. AID 588664; in the data active means inhibition above about 5%, passing the limit was not always enough
# MsrA inh: inhibits bovine methionine sulfoxide reductase A; hit rate 0.75% among 360,000; inhibition, % at 15.5 µM; purified bovine MsrA, absorbance read-out; in the data active means inhibition above about 4.5%;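 further: 0% = vehicle wells with enzyme and 100% = reference inhibitor wells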
# bovine MsrA act: activates bovine MsrA enzyme. purified bovine MsrA, absorbance read-out. activation, % at 10.6 µM. hit rate 0.3% among 360,000; in the data active means activation above about 7.5%;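 further: 0% = vehicle and 100% = reference activator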
# CSN deneddyl inh: CSN deneddylation inhibition; Q92905; Purified CSN, SCF-Nedd8-OG deneddylation, fluorescence polarization; inhibition, % at 12.5 µM; hit rate 0.38% among 360,000;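 active means pattern-corrected inhibition above about 35%, with an unprinted fluorescence ratio check between 0.5 and 1.5, limit read from the data, passing the limit was not always enough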;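 further: 0% = enzyme with substrate and 100% = substrate without enzyme; some results filed as inactive read as strong as hits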
#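 Schedule: reaction 90 min, room temperature / Assay system: HEK293T-derived human Csn5 enzyme / Input: Csn5 at 0.24 nM final / Measure: inhibition of Csn5 cleavage, % / Control set: substrate-only high control, full reaction low control / Technique: fluorescence polarization of the substrate / Buffer or medium: Tris/NaCl/DTT buffer, pH 7.5 / Reagent: SCFSkp2-Nedd8OG substrate at 10 nM final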
# eLon inh: inhibitors of E. coli Lon protease. hit rate 0.42% among 360,000. P0A9M0. inhibition, % at 7.94 µM. purified E. coli Lon protease, fluorescence polarization; in the data active means inhibition above about 13%, passing the limit was not always enough;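 further: 0% = enzyme with probe and DMSO and 100% = no enzyme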
# Rpn11 block: blocks the human proteasome subunit Rpn11; O00487; human 26S proteasome, Ub4-pepOG fluorescence polarization; 20S core pre-blocked with epoxomicin; calls only at 20 µM; hit rate 0.59% among 360,000;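 active means inhibition at 20 µM, scaled to each plate's controls, above about 33%, limit read from the data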
# FAS-TE inh: inhibitors of human fatty acid synthase thioesterase domain; recombinant FAS-TE, OMFH fluorogenic substrate, fluorescence endpoint; inhibition, % at 15 µM; P49327; hit rate 0.67% among 360,000;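 active means compounds whose normalised, plate-corrected inhibition of enzyme fluorescence in the single-dose primary screen is 50% or more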;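 further: 0% = DMSO with enzyme and 100% = substrate without enzyme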
# * hit, by the source's call; i = inactive.
Compound	PABP1 MLLE inh	MT1-MMP act inh	Rin1-Abl PPI inh	MsrA inh	bovine MsrA act	CSN deneddyl inh	eLon inh	Rpn11 block	FAS-TE inh
COc1ccc(C(=O)OC(C)CN2CCOCC2)cc1OC (configuration not stated)	1	1	-2	0.4	-5	-4	-10	i	-10
CSc1nc2ccccc2nc1N(C)S(=O)(=O)c1ccc(C)cc1	-3	-21	-2	1.8	-1	0	2	i	25
CCCC12CN3CCN(CC(C3)/C1=N\NC(=O)c1ccc(F)cc1)C2	1	1	2	0.9	5	-6	0	i	-1
Cc1cc(-c2ccc(Cl)cc2)oc(=O)c1NC(=O)c1ccccc1	11	8	0	0.8	-3	2	6	i	4
COc1cc(S(=O)(=O)N(C)C)ccc1Br	-12	3	1	-0.4	-2	1	-4	i	-6
O=S(=O)(c1ccccc1)N1CCN(C(=S)Nc2ccccc2Cl)CC1	-44	2	-2	-0.6	-7	7	-8	i	2
COc1ccc(C(=O)Nn2c(C)nc3ccccc3c2=O)cc1Br	3	3	-1	-0.8	-4	7	4	i	-6
COc1ccc(Nc2nc(N3CCN(S(C)(=O)=O)CC3)nc3ccccc23)c(OC)c1	3	6	-3	1.5	-8	4	9	i	10
Fc1ccccc1Nc1nc(-c2ccncc2)nc2ccccc12	-3	-1	-2	1.5	-5	2	-1	i	-3
COCCCNC(=O)C1CCN(S(=O)(=O)c2ccc3nc4c(c(C(=O)O)c3c2)CCCCC4)CC1	-8	1	-3	0.4	-4	-3	-2	i	0
CC1CC(C)CN(C(=O)CSc2ccsc2[N+](=O)[O-])C1 (configuration not stated)	-2	-6	0	1.0	-6	3	-1	i	10
CC(C)C(=O)Nc1nnc(S(=O)(=O)N2CCCc3ccccc32)s1	-16	3	-1	0.1	-2	7	-2	i	-3
O=C(CCCn1cnc([N+](=O)[O-])n1)Nc1ccc(F)c(Cl)c1	3	4	-3	0.9	-2	5	-2	i	14
CC1CN(S(=O)(=O)c2ccc(C(=O)OCc3ccc(C#N)cc3)cc2)CC(C)O1 (configuration not stated)	7	-2	3	-1.5	-1	-2	6	i	18
Cc1ccc(C23CC4CC(CC(C(=O)N(C)C)(C4)C2)C3)cc1	5	3	2	-0.8	-2	2	-8	i	6
S=C(NCCCc1ccccc1)Nc1ccc(Br)cc1	-45	-2	3	0.4	-1	-1	5	i	26
CCOC(=O)N1CCN(C(=O)C2CCN(CC3CCCCC3)CC2)CC1	6	3	-3	-0.4	-1	-4	-4	i	-8
NNC(=O)C1=NOC(CNc2ncc(C(F)(F)F)cc2Cl)C1 (configuration not stated)	-1	2	-5	1.3	0	-2	-5	i	-2
O=C(C1CCC(=O)N(C2CC2)C1)N1CCN(c2ccccc2Cl)CC1 (configuration not stated)	-8	1	3	-0.8	-2	2	-5	i	-7
Cc1[nH]c(SCC(=O)c2c(N)n(C)c(=O)n(C)c2=O)nc1Cc1ccccc1	-15	2	7	-0.4	-4	1	-4	i	-2
Cc1ccc2nc(NC(=O)CN3C(=O)C4CC=CCC4C3=O)sc2c1 (configuration not stated)	-9	7	-2	1.0	-10	-1	-2	i	-4
Cc1ccc(Nc2nc(-c3ccc(F)cc3)cs2)nc1	19	-2	-1	0.2	-1	-3	0	i	2
O=C(Nc1ccc2ccccc2c1)c1ccc(Cl)cc1Cl	-1	3	2	0.1	-2	-1	-1	i	19
Nc1cc(OC(=O)c2cccs2)nn1S(=O)(=O)c1ccc(F)cc1	11	6	-1	0.3	-2	9	-1	i	4
CCn1c(-c2ccccc2)c(C(=O)O)c2ccccc21	-3	2	-4	-0.8	-5	-3	5	i	-1
O=C(COC(=O)CNC(=O)c1ccccc1F)NCCNC(=O)COC(=O)CNC(=O)c1ccccc1F	-14	3	2	1.3	-1	3	17	i	-8
COc1ccc(NC(=O)C2CCN(c3ncnc4c3nc3n4CCCCC3)CC2)c(OC)c1	-1	3	-2	-1.1	-2	2	4	i	8
COC(=O)c1c(NC(=O)C(=O)NCCCN2CCOCC2)sc2c1CCC2	14	-1	-6	2.3	-9	-4	-2	i	-2
CCOC(=O)C1(Cc2cccc(OC)c2)CCCN(Cc2nccn2CC)C1 (configuration not stated)	10	-8	3	0.7	-2	1	10	i	2
CC(=O)Nc1ccc(NC(=O)CC2SC(=O)N(CC(=O)c3ccccc3)C2=O)cc1 (configuration not stated)	25	0	3	0.0	-3	1	-5	i	-4
CC(C)CN(C(=O)COC(=O)Cc1c[nH]c2ccccc12)C1CCS(=O)(=O)C1 (configuration not stated)	9	-2	1	1.0	-6	1	-10	i	-6
Cc1ncc2c(n1)NC(=O)NC2	6	1	8	-1.1	-5	1	6	i	-7
CCOc1ccc(S(=O)(=O)NCCC(=O)N2CCCC(C)C2)cc1 (configuration not stated)	3	3	-2	-0.7	-2	-1	6	i	-5
Cc1ccc(CNC(=O)CCCC(=O)Nc2cc(C)on2)cc1	-5	-1	4	0.1	-9	-15	6	i	-1
O=C(NC1CCCCC1)c1cccc(NC(=O)c2ccccc2Cl)c1	-27	-5	0	-0.3	-3	2	-5	i	-3
CSc1ccc(C#N)cc1NC(=O)c1cccc(Cl)c1	-5	0	-3	-1.2	-4	-2	0	i	24
OC[C@H]1O[C@@H](n2cnc3c(NCc4ccco4)ncnc32)[C@H](O)[C@@H]1O	-5	3	-2	-2.0	-2	-4	0	i	-7
CCc1nc2ccc(C(=O)NC3CCN(Cc4ccccc4)CC3)cn2c1N(C)Cc1cc2ccccc2s1	-9	-4	-1	-1.2	-3	-1	-3	i	10
CCCCC[C@@H]1C=C(C(=O)O)[C@H](c2ccc(OC)c(OC)c2)N1S(=O)(=O)c1ccc(C)cc1	4	6	-2	-0.1	-4	-2	-3	i	-5
CCCn1c(=N)c(S(=O)(=O)c2ccccc2)cc2c(=O)n3ccccc3nc21	-5	14	-3	-0.2	-1	-2	-3	i	21
Cc1ccc(C(=O)N2CCN(c3ncccn3)CC2)o1	-14	-3	1	-0.2	2	1	2	i	-6
CN(/N=C/Cc1nnnn1-c1ccc(Cl)cc1)c1ccccc1	-2	1	2	-0.8	-1	4	-2	i	11
COC1=CCC2([N+](=O)[O-])CN(CC(=O)O)CC1([N+](=O)[O-])C2 (configuration not stated)	18	6	1	-0.9	-1	3	-5	i	-6
Nc1ccc(C(=O)n2c3ccccc3c3ccccc32)cc1	-8	3	1	0.5	0	3	-3	i	20
CCCn1nc(NC(=O)C2CCCO2)c2cc3ccc(C)cc3nc21 (configuration not stated)	10	-1	-1	0.1	-5	1	-5	i	0
CC(=O)Nc1ccc(S(=O)(=O)N2CCN(Cc3ccccn3)CC2)cc1	4	4	-3	-0.1	-3	-2	-12	i	-9
CN1CCN(C2CCCCC2NS(=O)(=O)c2ccccc2)CC1 (configuration not stated)	0	-8	2	0.0	-8	-5	-3	i	-6
Cn1cc2cc(NC(N)=S)ccc2n1	-91	0	-6	-0.6	0	-11	-3	i	-8
O=C(CCCCn1c(=O)c2ccccc2n(Cc2ccc(F)cc2Cl)c1=O)NCc1ccco1	-5	7	1	0.6	-11	3	0	i	4
COCCCNC(=O)c1ccc(Cn2c(=O)c3ccccc3n(Cc3ccccc3C#N)c2=O)cc1	4	1	-2	-0.2	-1	3	-12	i	-5

# Part of the list above, with values under each structure:
# Order of values: PABP1 MLLE inh | MT1-MMP act inh | Rin1-Abl PPI inh | MsrA inh | bovine MsrA act | CSN deneddyl inh | eLon inh | Rpn11 block | FAS-TE inh
Nc1ccc(C(=O)n2c3ccccc3c3ccccc32)cc1
    -8 | 3 | 1 | 0.5 | 0 | 3 | -3 | i | 20
Cc1ccc(C(=O)N2CCN(c3ncccn3)CC2)o1
    -14 | -3 | 1 | -0.2 | 2 | 1 | 2 | i | -6
OC[C@H]1O[C@@H](n2cnc3c(NCc4ccco4)ncnc32)[C@H](O)[C@@H]1O
    -5 | 3 | -2 | -2.0 | -2 | -4 | 0 | i | -7

# Later entries:
Compound	PABP1 MLLE inh	MT1-MMP act inh	Rin1-Abl PPI inh	MsrA inh	bovine MsrA act	CSN deneddyl inh	eLon inh	Rpn11 block	FAS-TE inh
CCOC(=O)c1sc(=S)n(CC)c1NC(=O)c1ccccc1C	6	-4	-1	1.2	-3	-1	2	i	2
O=C1CC(c2ccc(S(=O)(=O)NCc3ccccc3)cc2)CN1 (configuration not stated)	13	2	2	-0.1	-6	-1	-3	i	-3
COC(=O)c1ccc(-n2nnnc2SCc2ccccc2OC)cc1	-20	-2	0	0.2	1	-1	-12	i	21
COc1ccc(/C=N/NC(=O)C(C)n2cnc3ccccc3c2=O)cc1 (configuration not stated)	8	-7	-5	0.6	-2	-1	3	i	-9
CCC(=O)N1CCCC(C)(C(=O)Nc2nccc3ccccc23)C1 (configuration not stated)	-3	-7	-2	0.6	-3	-1	-5	i	-4
CCOc1ccc(/C=N/NC(=O)c2ccccc2O)cc1CN1CC2CC(C1)c1cccc(=O)n1C2 (configuration not stated)	4	-3	1	2.7	-3	0	2	i	3
CN(C(=O)c1cc2n(n1)C(C(F)(F)F)CC(c1ccco1)N2)c1ccc(OC(F)(F)F)cc1 (configuration not stated)	-6	-7	2	0.0	-3	-1	-2	i	3
O=c1nccc(N/N=C/c2ccccc2O)[nH]1	-3	5	0	3.5	-1	2	1	i	-4
CCC(c1nnnn1CCOC)N(Cc1cc2c(C)cc(C)cc2[nH]c1=O)CC1CCCO1 (configuration not stated)	-2	2	0	2.4	-10	0	-3	i	-8
O=C(NCCN1CCOCC1)c1ccc(N2CCCC2)c([N+](=O)[O-])c1	0	2	-7	0.2	-9	-2	8	i	-8
Cc1ccc(C)c(N2CCN(C(=O)c3cn(C)c4ccc(S(=O)(=O)N(C)C)cc4c3=O)CC2)c1	-12	3	-3	1.3	-8	0	-4	i	16
CC(=O)Nc1ccc(/C=C(\C#N)C(=O)NC2CCCCC2)cc1	7	-5	0	4.6*	-1	-1	-2	i	2
CCOc1ccccc1NC(=O)N1CCC(NC(=O)c2ccccc2C)CC1	-3	-5	4	0.7	1	2	-1	i	-1
Cc1cc(C)n2nc(SCC(=O)N3CCc4ccccc43)nc2n1	21	3	-3	-0.6	-1	-3	-10	i	-13
O=S(=O)(Nc1ncccn1)c1ccc(Cl)cc1	-13	-2	3	-0.4	-11	1	-1	i	-5
O=C(O)CCCNS(=O)(=O)c1ccccc1	8	1	1	3.3	-2	5	-9	i	0
CCOC(=O)Nc1ccc2c(c1)N(C(=O)CCCl)c1ccccc1[S@]2=O	-19	-1	-2	0.4	-4	1	1	i	-3
O=C(CSc1ncccn1)NC(=O)NC1CCCC1	-12	5	-5	-1.5	-1	5	2	i	-6
CNC(=O)c1[nH]cnc1C(=O)N[C@@H](CCCCNC(=O)OC(C)(C)C)C(=O)OC(C)(C)C	-6	1	-1	0.1	1	-3	-3	i	7
CON1C(=O)C(=O)N(OC)C(C)(C)C1C (configuration not stated)	-23	5	-1	0.2	1	-3	3	i	-6
C#CCNC(=O)C1=C[C@H](C(C)(C)C)C[C@H](OCc2ccc(CO)cc2)O1	5	-1	0	0.2	0	3	-10	i	-11
O=C(O)CCCC(=O)Nc1ccc(Br)cc1C(=O)O	-8	5	1	0.4	-2	4	-5	i	-4
